EPAC1 antag – blocks human EPAC1 exchange factor. O95398. hit rate 0.14% among 360,000. Potency, µM (highest dose often 115 µM), for the others: top-dose activity change, negative = inhibition, hits mostly inhibitors. EPAC1 GEF assay, Rap1b-BODIPY-GDP exchange fluorescence;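 note: plate controls were vehicle for no effect and positive control for full effect; nearly all actives have a fitted effect of over 50% in size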
aSyn yeast inh – alpha-synuclein toxicity inhibition in yeast; Yeast expressing alpha-synuclein, growth rescue, BacTiter-Glo, 24 h; Potency, µM (doses to about 46.1 µM), for inactives: at the top dose growth rescue (activation), usual class: activators; hit rate 0.14% among 370,000; note: % of control where 0% means no effect; nearly all actives have a fitted effect of over 65% in size
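Readout is rescue of growth in alpha-synuclein-expressing yeast, so inhibitors of toxicity appear as activators. Growth after 24 hr at 30 deg C in galactose medium is quantified by luminescence.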
EPAC2 antagonist – EPAC2 (human) antagonism; Q8WZA2; EPAC2 GEF exchange of Rap1B-BODIPY-GDP, fluorescence; Potency, µM (highest dose often 114 µM), without a hit: at the highest dose activity, negative = inhibition, usual class: inhibitors; hit rate 0.18% among 360,000; AID 720708; note: % is set by controls: 0 for no effect and ±100 for the full control effect; nearly all actives have a fitted effect of over 45% in size; many of its hits are not listed in these tables
Target sequence (Q8WZA2 whole entry, looked up): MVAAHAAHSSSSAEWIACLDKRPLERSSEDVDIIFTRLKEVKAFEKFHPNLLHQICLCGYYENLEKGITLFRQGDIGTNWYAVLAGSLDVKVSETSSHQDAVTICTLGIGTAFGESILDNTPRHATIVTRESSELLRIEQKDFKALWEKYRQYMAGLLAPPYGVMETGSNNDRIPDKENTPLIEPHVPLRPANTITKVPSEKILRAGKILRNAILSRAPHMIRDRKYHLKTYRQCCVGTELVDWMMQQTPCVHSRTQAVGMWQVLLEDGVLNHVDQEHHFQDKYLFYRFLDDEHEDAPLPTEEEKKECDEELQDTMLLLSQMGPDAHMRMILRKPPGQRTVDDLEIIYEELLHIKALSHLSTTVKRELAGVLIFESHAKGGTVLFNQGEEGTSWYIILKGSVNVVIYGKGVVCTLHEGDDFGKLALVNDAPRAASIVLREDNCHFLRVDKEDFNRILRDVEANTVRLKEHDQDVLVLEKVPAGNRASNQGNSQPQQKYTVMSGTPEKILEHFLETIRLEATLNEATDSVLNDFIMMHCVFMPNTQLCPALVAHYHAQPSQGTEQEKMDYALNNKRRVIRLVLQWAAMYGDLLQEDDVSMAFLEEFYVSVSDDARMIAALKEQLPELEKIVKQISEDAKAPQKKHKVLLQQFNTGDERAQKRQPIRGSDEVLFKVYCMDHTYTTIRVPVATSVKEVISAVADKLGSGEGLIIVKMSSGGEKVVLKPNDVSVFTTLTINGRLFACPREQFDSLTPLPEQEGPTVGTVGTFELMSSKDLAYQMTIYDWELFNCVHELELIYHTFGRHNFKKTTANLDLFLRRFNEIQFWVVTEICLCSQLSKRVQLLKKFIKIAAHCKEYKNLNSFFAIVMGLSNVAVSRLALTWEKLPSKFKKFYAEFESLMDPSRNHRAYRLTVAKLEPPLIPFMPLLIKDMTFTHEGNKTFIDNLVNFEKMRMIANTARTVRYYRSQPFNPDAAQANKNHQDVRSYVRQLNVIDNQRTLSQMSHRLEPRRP
EPAC2 ag – EPAC2 (human) agonism. EPAC2 activation, biochemical qHTS; response scale: 100% = 6.5 mM cAMP response. hit rate 0.079% among 360,000. Potency, µM (titrated, usually from 154 µM), without a hit: at the top dose activation, usual class: activators. Q8WZA2. AID 720711; note: nearly all actives have a fitted effect of over 50% in size
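Guanine nucleotide exchange by EPAC2 is measured as reduced fluorescence of BODIPY-GDP once it is released from 250 nM Rap1B. Plates are read kinetically for 30 min at room temperature; results are scaled to 6.5 mM cAMP.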
TDP43 rescue – inhibitors of TDP-43 toxicity in yeast. Potency, µM (top dose mostly 46.1 µM), for inactives: at the top dose growth rescue (activation), most hits filed as activators. TDP-43 expressing yeast growth rescue, BacTiter-Glo, 24 h. hit rate 1.8% among 410,000; note: % of control where 0% means no effect; nearly all actives have a fitted effect of over 50% in size
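Cell-based yeast growth screen: TDP-43 expression induced in galactose, inoculum OD600=0.02 after raffinose pregrowth to mid-log. Read-out BacTiter-Glo luminescence at 24 hr, 30 deg C; inhibition of toxicity seen as signal increase.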
EPAC1 ag – agonists of human EPAC1; O95398; EPAC1 agonist qHTS, biochemical assay; response scale: 100% = response to 6.5 mM cAMP; Potency, µM (series often up to 154 µM), for the others: at the highest dose activation, actives largely listed as activators; hit rate 0.073% among 360,000; note: nearly all actives have a fitted effect of over 60% in size
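Normalized to 6.5 mM cAMP, activity reflects EPAC1-catalysed release of BODIPY-GDP from Rap1B, followed kinetically over 30 min at 480 nm excitation, 540 nm emission. Reaction contained 100 nM EPAC1, 250 nM Rap1B-BODIPY-GDP, 50 uM GDP.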
PTHR1 ag – activates the human parathyroid hormone receptor PTHR1; Q03431; HEK293 GP2 PTHR1 cells, GloSensor cAMP luminescence, 1 h; Potency, µM (doses to about 115 µM), without a hit: at the top dose activation, most hits filed as activators; hit rate 0.075% among 410,000; AID 743266; note: nearly all actives have a fitted effect of over 55% in size; some results filed as inactive show a strong effect at the top dose; inactives centre near -15; many of its hits are not listed in these tables
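HEK-293-derived GP2 cells expressing PTHR1 and a GloSensor cAMP reporter, 3,000/well, plated overnight, given luciferin plus IBMX (each 0.5 mM as added) for 1 h at 37 °C, then compound for 1 h at 37 °C. Luminescence was read after 15 min at room temperature.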
FUS yeast rescue – suppressors of FUS proteinopathy in yeast; S. cerevisiae FUS-expressing, growth rescue, OD600, 24 h; Potency, µM (titrated, usually from 76.6 µM), for the others: at the top dose growth rescue (activation), usual class: activators; hit rate 0.24% among 390,000;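 note: plate controls were DMSO vehicle for no effect and reference control for full effect; nearly all actives have a fitted effect of over 55% in size; some results filed as inactive show a strong effect at the top dose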
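Toxicity suppression screen in FUS-yeast. Cells induced with 2% galactose, starting OD 0.005, treated 24hr at 30C with compounds at multiple final concentrations; growth by OD600.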
Starred values were filed as active, the others as inactive; i = inactive; ? = inconclusive; . = not tested or not shown; & = joins results of further samples; [ ] = another dose, or the depositor's remark. Calls come from the whole dose curve; as a rule, active = well fitted curve in the direction sought with a large enough effect; inconclusive = small, poorly fitted or top-dose-only effect, or another doubt; inactive = no such curve, though single readings can be large; an effect the other way counts as inactive or inconclusive. Potency is the fitted concentration of half-maximal effect. Some of the compounds tested; count on the stated rates, not on these rows.

Order of values: EPAC1 antag, aSyn yeast inh, EPAC2 antagonist, EPAC2 ag, TDP43 rescue, EPAC1 ag, PTHR1 ag, FUS yeast rescue
- Cc1cc(C)c(S(=O)(=O)N2CC=C(c3ccccc3)CC2)c(C)c1
  -14%, 9%, -1%, 6%, -1%, -1%, -23%, 6%
- Cc1ccc(CN2CCC[C@]3(N[C@H](c4ccc(C)cc4)[C@@H]4C(=O)N(Cc5ccccc5)C(=O)[C@@H]43)C2=O)cc1
  -18%, 5%, -8%, 1%, -1%, 9%, -5%, 41%
- Cc1nc2ccc([N+](=O)[O-])cc2c(=O)n1Cc1cccc(Br)c1
  -10%, 0%, -5%, 8%, ?, 1%, -9%, 10%
- Cc1ccc(C)c(NC2=NCC(=O)N2C2CCCCC2)c1
  -5%, 2%, -9%, 11%, 9%, 8%, -5%[57.5 µM], 1%
- Cc1ccc(-c2nc(CN(C)Cc3ccc4nccnc4c3)c(C)o2)s1
  -28%, 8%, -7%, 3%, 5%, 5%, -2%, 4%
- COc1ccc(N2C(=O)CCC(C(=O)N3CCN(c4ccccn4)CC3)C2c2ccc(F)cc2)cc1 (configuration not stated)
  ?, -2%, 7%, 1%, ., -4%, i, 9%
- COc1ccc(C2CC(c3ccccc3F)=NN2c2ccc(S(N)(=O)=O)cc2)cc1 (configuration not stated)
  -11%, ?, 11%, 9%, 8%, 0%, -27%, 43%
- CN1CCN(C(=O)C2=C[C@H](c3ccc(Br)cc3)C[C@H](OCCCCO)O2)CC1
  -8%, -12%, 14%, -2%, 19%, 3%, i, -4%
- CC1=CC(C)(C)NC(=S)N1c1ccc2ccccc2c1
  -14%&8%, 6%&0%, -12%&-1%, 4%&13%, 0%&23%, 4%&9%, -2%, 3%&-14%
- CC(=O)NC(=O)c1nnn(Cc2ccccc2)c1NC(C)=O
  2%, 0%, 8%, 1%, 6%, -3%, i, 9%
- COc1ccc(CC(=O)NC(C)c2nnc(SCCOc3ccc(OC)cc3)n2C)cc1 (configuration not stated)
  -11%, 0%, -16%, 0%, 2%, -19%, i, 15%
- O=C(Nc1ccc(S(=O)(=O)Nc2ccccn2)cc1)c1cccc([N+](=O)[O-])c1
  -10%, -1%, 2%, 8%, 0%, 1%, i, -6%
- C#CCOCCOCCOCCNc1nc(N2CCN(C(=O)Cn3cc(CCO)nn3)CC2)nc(N2CCN(C(=O)[C@H](C(C)C)n3cc(CCO)nn3)CC2)n1
  -11%, 8%, 7%, 1%, 0%, -7%, i, -10%
- CCOC(=O)C1CCN(c2c(NCCCN3CCCCC3)c(=O)c2=O)CC1
  -9%, -3%, 16%, 8%, -1%, 0%, i, -22%
- CC(=O)Cn1cnc2c(sc3nc(C)cc(C)c32)c1=O
  3%, 0%, -5%, 11%, -16%, 5%, i, 10%
- Cc1ccc(Sc2oc(/C=N/n3cnnc3)cc2Br)cc1
  -1%, 16%, -1%, -1%, 12%, 4%, i, 2%
- Cc1nc(Nc2ccccc2)[nH]c(=O)c1CCC(C)C
  6%, ., 11%, -22%, 16%, -5%, -84%[inhibitor], -5%
- CCOC(=O)C1CCN(C(=O)CN(c2cc(OC)ccc2OC)S(=O)(=O)c2ccccc2)CC1
  2%, -3%, -2%, 0%, -15%, -2%, -1%[57.5 µM], 28%
- CNC(=O)c1ccc(NC(=O)CC2SC(N3CCCC3)=NC2=O)cc1 (configuration not stated)
  -18%, -1%, 1%, 1%, 7%, 3%, i, -28%
- CCCc1noc2c1C(c1ccoc1)C(C#N)=C(N)N2 (configuration not stated)
  -12%, 4%, 0%, -12%, -12%, 2%, i, 20%
- CSCC[C@H](NC(=O)N1CCn2c1nc1ccccc12)C(=O)NCc1ccc(F)cc1
  -5%, 6%, -22%, -2%, 12%, -4%, i, 17%
- CC1(C)CC(CC(=O)O)CC(C)(C)N1
  -8%, -3%, 6%, 1%, 12%[9.22 µM], 6%, i, -7%
- O=C(NN=C1c2ccccc2-c2ccccc21)c1ccccc1Br
  0%, -1%, -3%, 11%, -27%, 14%, -20%, -11%
- O=C(c1cnccn1)N(Cc1ccco1)C1(C(=O)NC2CCCCC2)CCCCC1
  3%, -3%, 10%, 2%, 4%, 1%, i, 1%
- O=C1CCC(=O)N1CCC(=O)N(C(=O)NC1CCCCC1)C1CCCCC1
  7%, -8%, 4%, 3%, 12%, 1%, i, -6%
- COCCn1c(=O)[nH]c(=O)c2cc(C(=O)c3cc(Cl)ccc3O)cnc21
  -15%, 2%, -2%, 2%, 4%, 6%, -12%, 28%
- CC(C)(C)c1ccc(C(=O)N2CCN(C(=O)C3CCCCC3)CC2)cc1
  -10%, 21%, -1%, -3%, ?, -14%, -25%, 31%
- CCOC(=O)c1sc(NC(=O)CCN2CCN(C)CC2)c(C(=O)OCC)c1C
  -3%, -7%, 6%, 8%, 2%, 12%, i, 16%
- Cc1ccc(-c2cn(-c3ccccc3)c(SCC(N)=O)n2)cc1C
  -19%, 22%, -12%, 1%, ?, 2%, -2%, .
- Clc1ccccc1Cn1nc(-c2ccccc2)nc1-c1ccccc1
  -13%, 9%, 2%, 6%, 8%, 1%, 0%, .
- COc1ccc(OC)c(-n2c(N)c(C(=O)NCC3CCCO3)c3nc4ccccc4nc32)c1 (configuration not stated)
  -13%, 4%, -6%, 3%, 17%, 8%, -22%, 10%
- CCCn1nc(NC(=O)c2ccco2)c2cc3ccc(C)cc3nc21
  -16%, -2%, -11%, -11%, -1%, -15%, -7%[57.5 µM], 18%
- Cc1cc(-n2c(C)cc(C(=O)CSc3ncnc4ccccc34)c2C)no1
  0%, 5%, -1%, 11%, 9%, 15%, -24%[57.5 µM], 31%
- CN(CC(=O)Nc1c(Cl)cccc1Cl)CC(=O)N(C)C1(C#N)CCCCC1
  4%, -3%, 3%, 5%, -8%, 4%, -13%, 3%
- NNC(=O)c1ccc(COc2ccc(Br)cc2)o1
  -18%, -10%, -11%, -2%, 17%, -6%, ?, 15%
- Cc1[nH]c(C)c(S(=O)(=O)N2CCN(c3cccc(Cl)c3)CC2)c1C(=O)N1CCCC1
  6%, 1%, -10%, 0%, -11%, -6%, i, 4%
- CCOc1ccccc1-n1nnnc1SCC(=O)Nc1cc2oc3ccccc3c2cc1OC
  7%, 2%, 9%, 9%, -9%, 5%, ?, -9%
- C[C@@H]1CN([C@@H](C)CO)C(=O)CCCn2nncc2CO[C@H]1CN(C)Cc1ccc(Cl)c(Cl)c1
  -3%, 3%, 1%, 10%, 23%, -4%, -25%, -8%
- O=c1cc(O)nc(SCc2ccccc2)n1-c1ccccc1
  ?, 2%&0%, 2%&7%, 3%&3%, -9%&14%, 5%&-6%, -4%[57.5 µM], ?
- CCCN(CC(=O)Nc1ccc(F)c(F)c1F)C(=O)c1cc(S(=O)(=O)N(C)C)ccc1N1CCCC1
  -5%, 2%, -1%, 5%, -6%, 3%, 16%, 35%
- O=S(=O)(c1ccccc1)N1CCN=C1SCc1c(F)cccc1Cl
  -4%, 7%, 1%, 16%, 11µM*, 2%, i, .
- CN(C)c1ccnc(NCc2ccccc2)c1C#N
  10%, -4%, 15%, 2%, -21%, -3%, i, .
- O=C(COC(=O)/C=C/c1cccc([N+](=O)[O-])c1)NCC1CCCO1 (configuration not stated)
  3%, -4%, -1%, -2%, -18%, 8%, i, 4%
- O=c1c2ccccc2nc2sc3ccccc3n12
  11%, 9%, -1%, -5%, 25%, 6%, -14%, -17%
- O=c1c2c3nc4ccccc4nc3n(/N=C/c3ccncc3)c2ncn1-c1ccccc1
  1%, 3%, 2%, 4%, 15%, 5%, -2%, -5%
- CCOC(=O)C1CCC/C1=N\NC(=O)CN(c1cc(OC)ccc1OC)S(=O)(=O)c1ccccc1 (configuration not stated)
  -8%, 5%, 5%, 7%, -4%, -1%, -3%, 14%
- CC(NC(=O)C1CCN(S(=O)(=O)c2cccs2)CC1)c1cccc(Cl)c1 (configuration not stated)
  1%, 1%, 4%, 8%, 23%, 11%, i, 20%
- Cc1cc(C)cc(C(=O)OCC(=O)NCCNC(=O)COC(=O)c2cc(C)cc(C)c2)c1
  -25%, 10%, 3%, -9%, -5%, 0%, -2%, -6%
- C[C@H](CO)N1C[C@H](C)[C@@H](CN(C)Cc2ccccc2)Oc2ccc(NC(=O)Cn3cnnn3)cc2C1=O
  4%, 5%, -9%, -2%, 16%, 12%, i, 9%
- Cc1cc(=O)oc2c(C)c(OC(C)C(=O)NCCCN3CCOCC3)ccc12 (configuration not stated)
  -1%, 4%, 0%, -1%, 14%, -12%, i, -2%
- CC1(C)Cc2c(sc(NC(=O)C3CC(Cl)=CCC3C(=O)O)c2C#N)CO1 (configuration not stated)
  9%, 2%, -11%, -2%, -9%, 6%, i, 1%

Gathered by group: the entries above with an aryl methoxy group (7)
Order of values: EPAC1 antag, aSyn yeast inh, EPAC2 antagonist, EPAC2 ag, TDP43 rescue, EPAC1 ag, PTHR1 ag, FUS yeast rescue
- COc1ccc(N2C(=O)CCC(C(=O)N3CCN(c4ccccn4)CC3)C2c2ccc(F)cc2)cc1 (configuration not stated)
  ?, -2%, 7%, 1%, ., -4%, i, 9%
- COc1ccc(C2CC(c3ccccc3F)=NN2c2ccc(S(N)(=O)=O)cc2)cc1 (configuration not stated)
  -11%, ?, 11%, 9%, 8%, 0%, -27%, 43%
- COc1ccc(CC(=O)NC(C)c2nnc(SCCOc3ccc(OC)cc3)n2C)cc1 (configuration not stated)
  -11%, 0%, -16%, 0%, 2%, -19%, i, 15%
- CCOC(=O)C1CCN(C(=O)CN(c2cc(OC)ccc2OC)S(=O)(=O)c2ccccc2)CC1
  2%, -3%, -2%, 0%, -15%, -2%, -1%[57.5 µM], 28%
- COc1ccc(OC)c(-n2c(N)c(C(=O)NCC3CCCO3)c3nc4ccccc4nc32)c1 (configuration not stated)
  -13%, 4%, -6%, 3%, 17%, 8%, -22%, 10%
- CCOc1ccccc1-n1nnnc1SCC(=O)Nc1cc2oc3ccccc3c2cc1OC
  7%, 2%, 9%, 9%, -9%, 5%, ?, -9%
- CCOC(=O)C1CCC/C1=N\NC(=O)CN(c1cc(OC)ccc1OC)S(=O)(=O)c1ccccc1 (configuration not stated)
  -8%, 5%, 5%, 7%, -4%, -1%, -3%, 14%

3 compounds out of the list above, arranged by the value under PTHR1 ag, falling:
structure,EPAC1 antag,EPAC2 antagonist,EPAC2 ag,PTHR1 ag
Cc1ccc(-c2nc(CN(C)Cc3ccc4nccnc4c3)c(C)o2)s1,-28%,-7%,3%,-2%
COCCn1c(=O)[nH]c(=O)c2cc(C(=O)c3cc(Cl)ccc3O)cnc21,-15%,-2%,2%,-12%
COc1ccc(OC)c(-n2c(N)c(C(=O)NCC3CCCO3)c3nc4ccccc4nc32)c1 (configuration not stated),-13%,-6%,3%,-22%

Screens as filed in PubChem.
